EBI2 block = antagonists of human EBI2 receptor; EBI2 beta-arrestin recruitment, luminescence, 7a,25-OHC stimulated; inhibition, % at 5 µM; 360,000 compounds, 0.81% hits; AID 651636; in the data active = inhibition above about 38%;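 also: enzyme fragment complementation signal reports receptor beta-arrestin coupling in cells; 0% = agonist plus DMSO wells and 100% = wells without agonist; some results beyond the cut were filed as inactive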
UPR XBP1 act = activators of adaptive arm of unfolded protein response (XBP1) | CHO-XBP1 luciferase reporter, IRE1-XBP1 UPR activation, luminescence; percent of tunicamycin response, DMSO as zero | 330,000 compounds, 0.33% hits | activation, % at 20 µM | AID 463104;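 active = versus positive control, 20 µM dose yields 30% or more activation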;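 also: 100% = tunicamycin at 10 µg/mL and 0% = DMSO only wells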
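Assay system: IRE1-XBP1 luciferase reporter CHO line. Input: 1000 cells/well. Buffer or medium: F12 with 10% serum. Doses: 20 µM, 1% DMSO. Times: overnight seeding at 37 °C, 6 h compound treatment at 37 °C. Technique: Steady-Glo luciferase glow luminescence, 10 min after reagent addition.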
CCR6 antag = CCR6 (human) receptor antagonism | P51684 | 340,000 compounds, 0.49% hits | inhibition, % at 20 µM | CHO-K1 CCR6 PathHunter beta-arrestin, luminescence, CCL20-stimulated;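 active = compounds whose inhibition of the agonist-driven luminescence signal at 20 µM reaches about 50%, limit read from the data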;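 also: cells stimulated with CCL20 at 14 nM final; plate controls were DMSO with CCL20 for no effect and DMSO without agonist for full effect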
697 NFkB inh = lowers PMA/ionomycin-induced NF-kB signal in 697 B cells | 697 B-cell NF-kB luciferase reporter, 16 h | inhibition, % at 4 µM | 330,000 compounds, 0.33% hits | AID 435022; in the data active = inhibition above about 35%
CXCR6 inh = CXCR6 (human) receptor inhibition | inhibition, % at 20 µM | 360,000 compounds, 0.36% hits | AID 602244 | O00574 | CHO-K1 PathHunter CXCR6 beta-arrestin, luminescence; in the data active = inhibition above about 34%, passing the limit was not always enough;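 also: antagonist mode with CXCL16 agonist at 10 nM final; 0% = 10 nM CXCL16 with DMSO and 100% = unstimulated wells without agonist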
Jurkat NFkB inh = lowers PMA/ionomycin-induced NF-kB signal in Jurkat cells; PMA/ionomycin-induced NF-kB luciferase reporter, luminescence; inhibition, % at 4 µM; 330,000 compounds, 0.53% hits; in the data active = inhibition above about 50%
Gli-Sufu block = blocks Gli-Sufu signaling in a luciferase reporter; Sufu-KO-LIGHT fibroblasts, Gli luciferase reporter luminescence; inhibition, % at 5 µM; 340,000 compounds, 0.74% hits; AID 588413;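 active = inhibition above about 55%, limit read from the data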;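 also: 0% = DMSO-treated cells and 100% = wells with medium but no cells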
Mdm2 MdmX PPI = disrupts the human Mdm2-MdmX interaction. SaOS-2 split-luciferase Mdm2/MdmX complementation, luminescence. inhibition, % at 8 µM. AID 485346. 330,000 compounds, 3% hits. O15151+Q00987;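 active = inhibition of at least 50% at 8 µM in the primary screen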
Target sequence (O15151 whole entry, looked up): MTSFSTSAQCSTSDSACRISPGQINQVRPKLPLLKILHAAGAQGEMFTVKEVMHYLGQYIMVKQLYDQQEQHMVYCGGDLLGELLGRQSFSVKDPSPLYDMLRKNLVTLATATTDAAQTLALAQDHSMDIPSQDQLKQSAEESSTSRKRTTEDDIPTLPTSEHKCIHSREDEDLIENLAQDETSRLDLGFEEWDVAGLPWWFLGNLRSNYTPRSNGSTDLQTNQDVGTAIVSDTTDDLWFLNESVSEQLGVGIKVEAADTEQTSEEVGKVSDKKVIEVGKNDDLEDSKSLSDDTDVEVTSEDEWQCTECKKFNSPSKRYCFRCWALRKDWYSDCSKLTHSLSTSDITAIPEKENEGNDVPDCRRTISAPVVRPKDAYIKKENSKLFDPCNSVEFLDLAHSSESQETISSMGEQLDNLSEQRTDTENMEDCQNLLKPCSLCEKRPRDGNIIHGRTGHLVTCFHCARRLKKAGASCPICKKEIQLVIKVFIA
Target sequence (Q00987 whole entry, looked up): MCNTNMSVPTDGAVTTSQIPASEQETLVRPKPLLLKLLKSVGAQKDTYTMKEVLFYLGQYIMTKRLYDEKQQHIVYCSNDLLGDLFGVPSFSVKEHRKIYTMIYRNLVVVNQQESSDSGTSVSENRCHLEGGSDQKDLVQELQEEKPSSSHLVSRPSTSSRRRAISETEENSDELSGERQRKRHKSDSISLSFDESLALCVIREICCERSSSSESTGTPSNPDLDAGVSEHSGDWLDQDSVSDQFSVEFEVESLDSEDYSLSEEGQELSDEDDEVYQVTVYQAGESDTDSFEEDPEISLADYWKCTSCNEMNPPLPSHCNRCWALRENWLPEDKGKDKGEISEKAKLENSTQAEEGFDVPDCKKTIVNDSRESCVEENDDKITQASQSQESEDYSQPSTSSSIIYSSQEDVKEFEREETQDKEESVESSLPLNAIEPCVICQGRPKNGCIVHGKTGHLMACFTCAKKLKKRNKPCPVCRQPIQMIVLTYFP
CHOP UPR activ = activators of apoptotic arm of unfolded protein response (CHOP). 330,000 compounds, 0.34% hits. activation, % at 10 µM. CHO-CHOP luciferase reporter, UPR activation, luminescence; percent of tunicamycin response over DMSO baseline;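 active = at 10 µM dose, activation of 40% or more, normalized to positive control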;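 also: 100% = tunicamycin at 10 µg/mL and 0% = DMSO alone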
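System: CHO-CHOP luciferase reporter cell line | Buffer or medium: F12 medium containing 10% fetal bovine serum | Doses: One dose, 10 µM in 0.5% DMSO | Times: 6 h compound exposure at 37 °C after overnight seeding | Signal: Luciferase luminescence | Read-out: % activation vs tunicamycin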
The depositor's hits bear a star; . = not tested or not shown.

SMILES	EBI2 block	UPR XBP1 act	CCR6 antag	697 NFkB inh	CXCR6 inh	Jurkat NFkB inh	Gli-Sufu block	Mdm2 MdmX PPI	CHOP UPR activ
Cn1c(=O)c(=O)n(C)c2cc(S(=O)(=O)NCCc3ccccc3)ccc21	1.1	0.3	-9.1	6.5	2.9	3.1	5.4	4.6	-2.9
O=C(Nc1cc2c(cc1Cl)OCCCO2)c1ccco1	-17.4	0.1	-4.5	-127.7	1.2	-91.9	.	-101.2	3.1
CCOC1=CC(=O)OC(c2ccccc2)C1 (configuration not stated)	-7.9	.	-8.5	.	5.7	.	4.9	.	.
Cc1ccccc1C(=O)Nc1nnc(SCC(=O)NC2CC2)s1	-12.6	-0.5	3.7	-0.3	-3.8	-18.7	-49.0	-10.8	1.3
COc1ccc(-n2c(C)cc(C(=O)Cn3nc(C(=O)O)c4ccccc4c3=O)c2C)cc1	-3.4	-1.7	15.7	-10.0	-5.5	6.9	-0.2	0.8	-1.3
Cc1csc(NC(=O)CN2C(=O)C3CC=CCC3C2=O)n1 (configuration not stated)	10.5	0.2	-12.2	4.4	2.8	-1.8	9.0	12.6	-2.5
Cc1ccc(C(=O)COC(=O)CNC(=O)C(c2ccccc2)c2ccccc2)cc1[N+](=O)[O-]	10.0	-3.7	58.4*	9.0	22.7	2.4	-3.1	28.6	-1.1
C/C(=N\NC(=O)c1ccco1)c1ccc(NC(=O)C(F)(F)F)cc1	5.1	-1.0	2.0	-38.0	0.0	-12.3	-8.3	-10.8	2.1
O=C(Nc1cccc([N+](=O)[O-])c1)Nn1cnnc1	-4.6	-3.4	12.5	9.8	2.5	-1.7	0.9	-10.2	-0.8
O=C(NC(Cc1ccccc1)C(=O)O)/C(=C/c1ccc(Cl)cc1)NC(=O)c1ccco1 (configuration not stated)	9.8	-0.3	1.4	14.4	0.9	7.1	-15.2	-8.1	2.6
Clc1nc2ccccc2cc1-c1nnn(-c2ccccc2Br)n1	1.7	6.4	0.6	-72.6	-6.0	-19.3	-44.7	-80.7	3.0
CCOc1ccc(CC2S/C(=N/N=C/c3ccco3)NC2=O)cc1 (configuration not stated)	-2.4	-3.9	4.4	5.9	9.6	8.7	11.5	27.6	-1.0
COc1ccc(N2CCN(C(=O)Cn3cnc4c3c(=O)n(C)c(=O)n4C)CC2)cc1	0.8	0.1	-0.6	9.1	-8.4	17.8	-5.3	14.6	-1.0
COc1cccc(-n2nnnc2SCC(=O)c2ccc(NC(C)=O)cc2)c1	-6.7	2.1	12.2	-11.3	-0.9	-8.1	-5.5	-37.2	-0.4
COc1ccc(-c2nnc(SCC(=O)NC3CCCCC3)o2)cc1	8.2	-3.9	8.7	9.4	1.7	-0.7	16.2	6.0	0.4
Cc1nn(-c2ccccn2)c2c1-c1nc(N3CCOCC3)ncc1CC2	-7.9	10.6	-15.8	-16.5	-12.0	-9.7	-18.6	41.8	-1.4
O=C1CCCN1CCCNc1ncnc2c1cnn2-c1ccc(Cl)cc1	2.3	6.6	11.6	-79.6	-5.2	-40.6	-34.6	-61.5	1.0
C=CC1=C(C(=O)O)N2C(=O)C(NC(=O)Cc3ccccc3)C2SC1 (configuration not stated)	0.3	7.9	17.1	20.4	-4.8	17.0	-8.8	20.3	-0.8
COc1ccc(CNC(=O)COc2ccc(S(=O)(=O)N3CCCCC3)cc2)cc1	7.5	-2.1	18.2	18.8	-6.0	9.7	5.5	6.8	-1.6
CN(C)CC(C(=O)c1ccccc1)c1ccccc1 (configuration not stated)	12.3	-3.0	31.7	-252.9	17.3	38.3	33.2	100.3*	159.3*

An excerpt from above in order of their number in EBI2 block, largest number first:
mol	EBI2 block
C/C(=N\NC(=O)c1ccco1)c1ccc(NC(=O)C(F)(F)F)cc1	5.1
CCOc1ccc(CC2S/C(=N/N=C/c3ccco3)NC2=O)cc1 (configuration not stated)	-2.4
CCOC1=CC(=O)OC(c2ccccc2)C1 (configuration not stated)	-7.9

Whole records from above. Order of values: EBI2 block, UPR XBP1 act, CCR6 antag, 697 NFkB inh, CXCR6 inh, Jurkat NFkB inh, Gli-Sufu block, Mdm2 MdmX PPI, CHOP UPR activ
`C/C(=N\NC(=O)c1ccco1)c1ccc(NC(=O)C(F)(F)F)cc1` is listed as 5.1, -1.0, 2.0, -38.0, 0.0, -12.3, -8.3, -10.8, 2.1
`O=C(NC(Cc1ccccc1)C(=O)O)/C(=C/c1ccc(Cl)cc1)NC(=O)c1ccco1` (configuration not stated) is listed as 9.8, -0.3, 1.4, 14.4, 0.9, 7.1, -15.2, -8.1, 2.6

(more compounds)
SMILES	EBI2 block	UPR XBP1 act	CCR6 antag	697 NFkB inh	CXCR6 inh	Jurkat NFkB inh	Gli-Sufu block	Mdm2 MdmX PPI	CHOP UPR activ
Cc1ccc(-n2nc(C)c3c2OC(N)=C(C#N)C3c2ccc(C)o2)cc1 (configuration not stated)	3.5	-1.7	14.3	0.1	6.7	5.4	0.3	-1.6	3.3
Cc1[nH]c2ccccc2c1C(=O)COc1ccccc1	-8.5	2.4	3.2	4.8	-10.2	-16.9	-6.4	-31.2	5.3
Cn1c2ccc(F)cc2c2nc3ccccc3nc21	6.4	3.3	-10.5	-66.0	-4.1	-61.3	-0.1	-50.9	3.6
Cc1cc(CN(C)C(=O)c2cc(COc3ccc(C)c(C)c3)on2)n[nH]1	8.4	3.0	-1.9	-46.6	6.8	9.5	-3.5	-14.3	-0.6
Cc1ccc(C)n1-c1ccc(C(=O)NN)cc1	-10.2	-2.1	0.5	-9.6	2.9	3.0	-3.1	-9.2	-0.4
COc1ccccc1C(=O)NCCC(=O)Nc1cccc(S(=O)(=O)N2CCCC2)c1	7.4	-0.8	5.7	4.7	-10.3	-13.4	5.9	27.5	0.5
COc1cccc(C2[C@H](C)C3(CCN2C)OCCO3)c1 (some centres not stated)	-13.9	0.0	6.5	-5.4	5.5	7.4	-1.8	-10.6	-0.7
Cc1cc(C)nc(/N=C(\NC(=O)C(C)(C)C)Nc2ccccc2)n1	4.9	1.0	6.9	1.3	3.9	-8.6	9.3	9.7	0.3
CC1(C(=O)NCc2cc(F)cc(C(F)(F)F)c2)C=CC2(CCCCC2)N1C(=O)c1ccccc1 (configuration not stated)	-11.1	-1.2	7.3	18.5	2.7	5.3	-0.5	25.5	2.4
NC(=O)C(=O)N/N=C/c1c2ccccc2cc2ccccc12	-1.5	-2.9	7.8	23.9	-15.7	-3.1	-12.2	2.5	2.9
CC(=O)N1CCCc2cc(S(=O)(=O)Nc3cccc(C)c3C)ccc21	-2.1	-2.5	17.9	-3.8	-5.0	0.9	37.3	15.1	-2.4
COC(=O)C1CCN(C(=O)C(C)Oc2ccc(Cl)cc2Cl)CC1 (configuration not stated)	-0.8	0.4	15.6	12.9	5.1	2.6	5.9	-1.5	1.4
CC(=O)N1CC(C)Oc2ccc(S(=O)(=O)NC(CC(=O)O)c3ccccc3C)cc21 (configuration not stated)	6.0	0.7	-6.1	4.4	-4.1	5.6	-0.6	-2.9	2.0
O=C(CCN1C(=O)/C(=C/c2ccccc2Cl)SC1=S)NNC(=O)c1cccnc1	3.5	-0.9	-1.2	-5.7	2.9	-2.7	5.5	2.4	0.1
COc1ccc(NC(=O)N2CCC(n3nnc4cc(C)ccc43)CC2)cc1	24.4	-0.5	9.9	-15.3	-2.5	-1.0	27.9	-15.0	-1.7
COc1ccc(NC(=O)C(OC(=O)c2ccc([N+](=O)[O-])o2)c2ccccc2)cc1Cl (configuration not stated)	18.5	1.1	-22.9	-14.8	-19.6	-2.1	-3.3	-1.4	4.1
c1ccc(NCc2nnc3n2CCCCC3)cc1	4.8	-2.5	7.8	-8.7	-9.8	-4.5	-0.6	7.5	-1.4
O=C(NNC(=S)Nc1ccc(Cl)cc1)c1ccccc1	-2.1	1.1	20.2	-55.4	11.9	-51.6	-25.4	-12.6	1.6
COC(=O)C(Cc1ccccc1)NC(=O)CSc1nc(C)cc(=O)[nH]1 (configuration not stated)	0.6	-3.3	-11.4	15.7	-0.5	-0.7	0.9	11.4	-2.3
Cn1c(SCc2ccccc2C#N)nnc1-c1ccncc1	-9.9	-4.5	-17.8	-13.4	-4.6	-13.3	-4.6	8.5	1.4
Cc1ccc(N2CC(C(=O)Nc3cccnc3)CC2=O)cc1C (configuration not stated)	-8.7	-2.5	3.0	5.3	-2.4	17.2	-6.1	-3.2	0.2
COc1ccc(-c2coc3cc(OC)cc(O)c3c2=O)cc1	10.6	0.2	-14.6	-244.8	4.1	-137.6	-122.1	-149.3	3.4
CC(=O)NCCC(=O)N1CCc2c([nH]c3ccccc23)C1c1cccc(C)c1 (configuration not stated)	8.1	3.9	-4.8	-12.7	1.7	-10.8	1.7	2.2	1.3
Cc1cc(C)nc(SCc2ccc(C(=O)NN=C3CCCC3)cc2)n1	-0.5	-3.0	-16.5	15.5	1.8	-15.2	-7.4	-9.2	-0.9
CCc1nc2sc3c(Cl)ncnc3c2c2c1CCCC2	.	15.1	41.4	23.1	.	4.5	-1.0	64.4*	2.6
CC(C)(C)OC(=O)C[C@@H]1C/C=C\C[C@H](CC(=O)N[C@H](CO)Cc2ccccc2)C(=O)N2CCC[C@H]2COC1=O	-9.1	-0.3	13.2	-12.3	-7.9	-8.4	1.0	-4.1	-0.9
Cc1ccc(C2=NS(=O)(=O)N(C)C(C(=O)NC3CCCC3)=C2)cc1	2.3	-1.5	10.6	13.8	1.0	10.2	15.0	11.9	0.7
O=c1cnn(-c2ccccc2)c(-c2ccccc2)c1	-13.0	3.9	-0.4	-1.9	-3.9	-3.4	-16.2	29.3	4.5
O=C1C=CC(=O)N1Cc1cccnc1	-2.6	.	-4.2	.	-6.0	.	1.3	.	.
Cc1nn(Cc2ccccc2)c(Cl)c1C(=O)NCc1ccco1	1.3	-1.9	7.2	-9.1	2.6	6.0	0.2	-24.7	0.2
CCOC(=O)c1c(C)n(C)c2ccc(O)c(CN(CC)CC)c12	10.3	2.0	6.9	-13.5	6.8	-4.0	19.2	17.6	-1.0
CCN1CCN(C(=O)c2c(-c3ccccc3)noc2C)CC1	2.9	5.0	18.1	-12.5	5.6	2.8	25.9	12.0	1.3
COc1ccc(NC(=O)CN2C(=O)NC3(CCCC3)C2=O)cc1	8.3	0.3	6.8	0.3	-1.8	8.0	16.1	12.3	2.9
C=CCNc1nc(S(=O)Cc2ccc(C)cc2)nc2c1CCCC2 (configuration not stated)	-6.7	-1.6	4.5	14.5	0.5	1.4	11.2	10.2	-0.4
CC(CN1CCCC1)OC(=O)c1cccc(F)c1 (configuration not stated)	-1.1	-3.0	0.1	-6.3	-5.7	-2.8	-38.6	7.1	-2.4
O=C(CN1C(=O)C2C3CCC(C3)C2C1=O)OCC(=O)c1ccccc1 (configuration not stated)	2.7	0.2	-13.9	-1.4	-1.4	-2.6	2.0	1.8	3.5
CC(=O)Oc1ccc2c(=O)c(Oc3ccccc3)coc2c1OC(C)=O	4.1	-1.8	8.3	-12.0	-6.1	13.7	1.8	-17.7	-1.6
COc1ccc(CCCC(=O)NC2CCCCC2)cc1	4.6	-0.2	-1.1	-12.1	7.5	-1.7	-5.2	-19.6	-1.7
COc1ccc(C(CNC(=O)c2cncc(Br)c2)N(C)C)cc1 (configuration not stated)	-16.9	-4.7	7.6	20.9	2.0	-3.2	12.2	10.4	-0.3
CN(C)c1ccc(/C=C/c2nc3ccccc3c(=O)n2CCO)cc1	-1.0	0.2	3.3	-19.4	2.6	-3.0	-3.7	2.9	1.2
Nc1ncnc(NC2CCS(=O)(=O)C2)c1[N+](=O)[O-] (configuration not stated)	-5.6	-1.2	-4.5	1.1	-4.7	-4.2	-21.4	33.0	-1.2
